dFosB act = enhances mouse delta FosB homodimer DNA binding. 0.99% of 340,000 active. P13346. activation, % at 25 µM. purified delta FosB, TAMRA-CDK5 oligo fluorescence polarization; percent of positive-control signal above neutral wells;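 active means mean activation above about 17%, with every replicate also reaching it, limit read from the data, passing the limit was not always enough; inconclusive means only one of the two conditions met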;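 further: fluorescence polarization rise as delta FosB binds a TAMRA Cdk5 AP-1 oligo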
LANA DNA inh = inhibitors of KSHV LANA C-terminal domain DNA binding; 0.078% of 340,000 active; AID 504423; inhibition, % at 9 µM; MBP-C-LANA/FAM-LBS DNA binding, fluorescence polarization;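 active means highest replicate inhibition at or above 60% at 9 µM, even if other replicates fall short; inactive means all replicates below 60% inhibition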;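 further: 0% = neutral control wells and 100% = 4 µM acridine orange control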
NSD2 inh = inhibitors of human histone methyltransferase NSD2. inhibition, % at 12.5 µM. O96028. NSD2 peptide methylation, AlphaScreen, 120 min. 0.54% of 310,000 active; in the data active means inhibition above about 50%
RTF Ca sens act = cardiac RTF calcium sensitization; IANBD-labeled TnC RTF fluorescence at EC20 calcium; 0% EC20 calcium, 100% full calcium; P19429+P45379; AID 493008; 0.24% of 340,000 active; activation, % at 7.2 µM;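 active means activation above the mean over all tested compounds plus 3 SD, cut at about 30% in these data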;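 further: rise in fluorescence read as greater calcium sensitivity of cardiac thin filaments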
SUMO Mot1 rescue = inhibitors of SUMOylation pathway: yeast Mot1-301 growth rescue. 1% of 320,000 active. AID 2716. growth rescue, % at 18.8 µM. S. cerevisiae Mot1-301 growth rescue, ATP luminescence, 38.5C; percent above DMSO median, 100 means doubled;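 active means every valid replicate shows activation above 250% relative to neutral control wells; inactive means the rest, any valid replicate at or below 250%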;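 further: OY570 slx delta 5 strain wells were the positive control but not used for scaling; some compounds called inactive have numbers as strong as hits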
Keap1-Nrf2 PPI = inhibitors of human Keap1-Nrf2 protein-protein interaction; 0.15% of 340,000 active; AID 504523; inhibition, % at 9.4 µM; Keap1 Kelch-Nrf2 peptide fluorescence polarization, 1536-well; Q14145; in the data active means inhibition above about 12%; inconclusive means no clear call, values can overlap the other calls; inactive means below about 7.3%;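 further: human Keap1 Kelch domain with fluorescein labeled Nrf2 9mer peptide probe; 0% = neutral control wells and 100% = peptide positive control; higher means more block of Keap1 binding to Nrf2 peptide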
Target sequence (Q14145 whole entry, looked up, the tested form may be a part): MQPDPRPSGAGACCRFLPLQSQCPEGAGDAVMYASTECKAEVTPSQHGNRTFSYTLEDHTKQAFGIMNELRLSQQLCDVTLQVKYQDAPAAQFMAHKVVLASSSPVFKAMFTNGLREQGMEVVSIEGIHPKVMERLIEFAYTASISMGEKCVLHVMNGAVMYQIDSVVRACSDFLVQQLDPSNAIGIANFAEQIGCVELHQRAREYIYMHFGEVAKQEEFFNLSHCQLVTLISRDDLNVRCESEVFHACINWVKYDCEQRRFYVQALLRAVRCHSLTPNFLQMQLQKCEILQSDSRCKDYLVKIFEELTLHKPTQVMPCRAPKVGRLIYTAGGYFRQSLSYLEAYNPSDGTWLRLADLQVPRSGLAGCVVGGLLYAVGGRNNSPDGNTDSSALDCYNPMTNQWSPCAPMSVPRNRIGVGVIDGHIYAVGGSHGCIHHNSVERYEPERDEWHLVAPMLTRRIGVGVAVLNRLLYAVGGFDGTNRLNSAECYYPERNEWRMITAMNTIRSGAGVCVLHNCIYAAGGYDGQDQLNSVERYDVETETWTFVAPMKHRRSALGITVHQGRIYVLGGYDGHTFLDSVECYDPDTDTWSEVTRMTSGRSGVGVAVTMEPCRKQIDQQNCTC
Rtt109 Vps75 = inhibitors of Candida albicans Rtt109/Vps75 histone acetyltransferase | Q5AAJ8 | purified Rtt109/Vps75, ThioGlo CoA-SH fluorescence, 4 h | inhibition, % at 34.9 µM | 0.16% of 330,000 active | AID 540336;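 active means inhibition of at least 50% in every replicate; inconclusive means best replicate reaches 50% inhibition but some replicates fall short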
Target sequence (Q5AAJ8 whole entry, looked up): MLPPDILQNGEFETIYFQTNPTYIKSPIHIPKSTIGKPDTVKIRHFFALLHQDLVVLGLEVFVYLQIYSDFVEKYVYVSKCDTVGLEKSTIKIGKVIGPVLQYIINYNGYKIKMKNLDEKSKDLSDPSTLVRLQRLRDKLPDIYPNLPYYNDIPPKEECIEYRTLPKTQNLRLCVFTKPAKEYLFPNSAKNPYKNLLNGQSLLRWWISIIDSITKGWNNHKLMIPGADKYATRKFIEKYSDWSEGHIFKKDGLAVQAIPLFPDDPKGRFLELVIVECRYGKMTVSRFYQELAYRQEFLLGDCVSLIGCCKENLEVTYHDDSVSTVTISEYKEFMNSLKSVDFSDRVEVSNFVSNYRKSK
PvdQ inh = blocks Pseudomonas aeruginosa PvdQ acylase activity; AID 488965; purified PvdQ acylase, fluorescence plate reader; 0.063% of 340,000 active; inhibition, % at 10 µM; in the data active means inhibition above about 30%, passing the limit was not always enough; inconclusive means no clear call, values can overlap the other calls;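 further: 0% = vehicle neutral wells and 100% = reference inhibitor wells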
PfHsp90 yeast 2 = growth inhibition of yeast expressing Plasmodium Hsp90; inhibition, % at 9.4 µM; 0.32% of 310,000 active; S. cerevisiae expressing PfHsp90, BacTiter-Glo ATP, 48 h; yeast lacking PDR1 and PDR3 efflux regulators; AID 504621;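 active means every replicate shows inhibition above about 80%, whatever the replicate mean, limit read from the data; inconclusive means mean inhibition reaches the set limit but some replicate falls short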;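 further: 0% = DMSO neutral controls and 100% = 20 µM radicicol positive controls; yeast relying on Plasmodium falciparum Hsp90 in place of its own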
CDK5 inh = CDK5/p35 (human) kinase inhibition. Q00535+Q15078. Recombinant CDK5/p35, ADP-Glo luminescence, 60 min. inhibition, % at 10 µM. 0.01% of 330,000 active. AID 488839;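 active means highest replicate inhibition of at least 50% and at least 75% of replicates reaching 50%; inconclusive means only one of the two criteria met; inactive means both criteria failed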;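 further: plate controls were DMSO neutral control for no effect and GW8510 at 10 µM for full effect; many of its hits are not listed in these tables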
RTF Ca sens inh = cardiac RTF calcium desensitization | P19429+P45379 | IANBD-labeled cardiac RTF, Ca2+ fluorescence | inhibition, % at 7.15 µM | 0.12% of 340,000 active;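 active means inhibition above the mean inhibition of all tested compounds plus 3 SD, cut at about 17% in these data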;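 further: assay run at fixed EC70 calcium of 1.6 mM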
An asterisk follows results filed as active; ? = inconclusive; / = not tested or not shown. Compounds as they come, and some 3.2% of all compounds hit somewhere here.

SMILES	dFosB act	LANA DNA inh	NSD2 inh	RTF Ca sens act	SUMO Mot1 rescue	Keap1-Nrf2 PPI	Rtt109 Vps75	PvdQ inh	PfHsp90 yeast 2	CDK5 inh	RTF Ca sens inh
CN(C)c1cccc(-c2nnc(SCCCC#N)o2)c1	2	-2.0	0	-1	-3	0	3	3	-16	5.1	-4
CC(C)CCN(CCC(C)C)CC(O)Cn1c2ccccc2c(=O)c2ccccc21 (centres undefined)	-13	-0.4	-2	-2	-3	2	-5	-10	17	1.0	-3
CCc1cccc(C)c1NC(=O)CSc1nc2ccc(N3C(=O)c4ccccc4C3=O)cc2s1	?	3.2	1	-2	-12	-5	-12	-18	/	-0.4	-9
COc1ccc(-n2c(C)cc(/C=C3\SC(=S)NC3=O)c2C)cc1	-6	3.0	/	28	7	4	/	4	1	-1.5	-25
CCc1ccc(NC(=O)NCCCN2CCCC2=O)cc1	-2	0.3	-9	-3	-8	-4	-1	-1	1	1.0	2
C=CCOc1c2ccc(C(=O)NCc3ccc(C)cc3)cc2nn1C	7	-0.6	/	-2	20	-2	5	5	6	-1.6	-5
CCOC(=O)c1c(C(C)(C)C)oc2ccc(OCC#N)cc12	6	-0.5	-7	16	5	2	3	-5	-19	-0.5	-2
CCn1cc(CCC(=O)NCc2cccc(OC)c2OC)c2ccccc21	-6	-2.1	-1	-1	43	-2	4	-7	-13	1.4	-2
O=C(NCc1ccccn1)c1cc(-n2cnnc2)ccc1Cl	2	0.7	1	-1	-25	0	-14	-9	38	-0.5	-2
CCCCNC(=S)N(C)/N=C/c1c(F)c(F)c(F)c(F)c1F	-5	-0.4	-2	2	28	-1	23	13	-2	-1.1	13
COC(C[C@@H](O)CC(=O)[C@H](C)OCc1ccccc1)OC	-7	0.6	/	0	/	-4	-2	-4	-30	-2.0	3
O=C(COC(=O)Cc1cccc(C(F)(F)F)c1)NC(=O)NC1CCCC1	-5	-2.2	-1	0	11	0	10	4	20	-2.1	5
Cc1ccccc1-n1c(Cn2c(=O)sc3ccccc32)nnc1SCC(=O)N1CCCC1	-11	2.6	/	5	-18	-2	12	-10	/	-3.8	-4
N#CC(=C(O)COC(=O)Cc1c[nH]c2ccccc12)c1nc2ccccc2[nH]1	3	1.1	2	-1	/	1	2	7	-30	-4.5	-8
O=C(COc1ccc(Br)cc1)NNC(=S)NCc1ccccc1	-8	-1.0	1	3	30	-2	18	-1	-4	0.6	-4
CC(C)=NNc1ncnc2nc[nH]c12	0	-2.5	-6	-7	/	-1	-6	-2	-23	-1.7	3
O=C(C/C(=N\NC(=O)c1ccccc1Br)C(F)(F)F)c1cccs1	-11	0.8	2	5	-10	-2	0	-16	8	-0.1	-11
CC1(C)CC(NC(=O)c2cc(Cl)ccc2Cl)CC(C)(C)N1	2	-2.2	/	-2	9	-2	-5	-11	11	0.2	3
COc1c(F)c(F)c(C(=O)Nc2ccc(NC(=O)c3ccco3)cc2)c(F)c1F	?	0.4	0	4	12	-4	-1	-6	-4	-1.0	-5
COc1ccc(C(=O)NC2CCSc3ccccc32)cc1S(=O)(=O)N1CCOCC1 (centres undefined)	-4	0.4	/	0	0	-1	7	-9	-20	0.9	-1
O=C(NCCc1ccccc1)Nc1ccc(Cl)cc1	2	1.0	-2	-4	4	-2	0	-7	8	0.9	-10
Cc1cccc(N2CCN(S(=O)(=O)c3ccc(-c4cc(C)no4)s3)CC2C)c1 (centres undefined)	-6	-0.7	-4	-1	7	2	-2	1	-21	-0.3	-8
O=c1oc2c(CN3CCCCC3)c(O)ccc2c2c1CCCCC2	-3	-0.8	-3	-1	-23	-1	7	-14	31	-1.8	3
COc1ccc(C(=O)NC(=O)COC(=O)C2CC2C)cc1 (centres undefined)	0	-2.0	-1	1	25	0	-17	-7	-16	0.5	-13
CCc1ccc(NC(=O)[C@H](NC(=O)[C@@H]2Cc3ccccc3CN2)c2ccccc2)cc1	6	-0.6	-5	9	8	-2	22	0	1	-0.1	-4

Reprinted from the part before: 2 entries, followed by the next part.
SMILES	dFosB act	LANA DNA inh	NSD2 inh	RTF Ca sens act	SUMO Mot1 rescue	Keap1-Nrf2 PPI	Rtt109 Vps75	PvdQ inh	PfHsp90 yeast 2	CDK5 inh	RTF Ca sens inh
COc1ccc(C(=O)NC(=O)COC(=O)C2CC2C)cc1 (centres undefined)	0	-2.0	-1	1	25	0	-17	-7	-16	0.5	-13
CCc1ccc(NC(=O)[C@H](NC(=O)[C@@H]2Cc3ccccc3CN2)c2ccccc2)cc1	6	-0.6	-5	9	8	-2	22	0	1	-0.1	-4
CCCn1cc(CN2CCCC(CNC(=O)c3ccc(F)cc3)C2)c(C)n1 (centres undefined)	6	-0.2	-2	2	/	1	3	-1	0	-2.6	-5
CCC(C)(C)NC(=O)CN(C(=O)CCC(=O)Nc1nccs1)c1ccccc1C	-7	0.9	-7	-7	-7	-5	5	1	11	1.2	8
COc1ccc(CCNc2nc(C)nc3c2oc2ccccc23)cc1OC	-7	-0.2	4	2	1	-1	2	1	9	0.9	-16
CCn1cc(C(=O)O)c(=O)c2cc(Br)ccc21	1	0.9	1	2	-8	-1	5	-14	/	0.5	-9
CCOc1ccc(NC(=S)N2CCCN(Cc3cc(C)ccc3C)C2)cc1	-3	0.4	15	3	-11	-1	4	17	1	1.3	-2
CCN(CC)c1ccc(C2NC(=O)c3ccccc3N2)cc1 (centres undefined)	8	-0.4	/	-5	/	-1	-2	-7	1	-1.6	1
CCc1c(C)nc(Nc2nc(C)c3ccc(OC)cc3n2)[nH]c1=O	-46	-1.4	1	2	-9	-1	0	-2	6	-0.1	-1
O=C(/C=C/c1ccccc1)NC(=S)Nc1ccc(CN2CCOCC2)cc1	-12	-1.4	/	-1	-13	-3	/	2	4	-0.8	-2
Cc1nn(CC(=O)NCCN2CCCCC2C)c(=O)c2cc(-c3ccccc3)nn12 (centres undefined)	-14	-0.1	-3	-2	5	-3	7	-14	20	-0.8	-8
CC(=O)N1CCN(CC(=O)Nc2cc(F)ccc2C)CC1	-6	-4.4	8	1	33	0	-9	16	1	-0.2	-6
O=C(O)C1(NS(=O)(=O)c2ccc(Cl)cc2)CCCCC1	-7	-0.8	-1	0	-15	-1	-1	-19	-1	0.7	-5
Clc1ccccc1CO/N=C1\CCCc2nonc21	2	-0.9	-4	2	-6	-4	-4	13	-28	2.8	6
COc1cc(Cl)ccc1OCc1cc(C(=O)N(C)C2CC(C)(C)NC(C)(C)C2)no1	-6	0.9	3	-3	-16	1	3	-2	-7	-0.5	-1
Cc1ccccc1-c1nn(-c2ccc(F)cc2F)cc1CNCCN(C)C	5	4.4	1	-4	251	-5	9	-9	10	1.3	-4
CC(C)CNC(=O)C(=O)NCCCN1CCOCC1	0	-2.8	0	1	-11	-18	8	-7	13	-1.1	10
CCOc1cc(C(=O)Nc2ccc(NC(C)=O)cc2)ccc1OCC(=O)N1CCCCC1	1	0.1	-2	4	-7	-4	6	2	14	-1.6	-14
c1csc(-c2nn3cnnc3c3ccccc23)c1	-27	0.1	-2	-1	-10	-2	3	-6	-22	2.4	2
CC(=C1C(=O)c2ccccc2C1=O)N1CCN(CCN=CC2=C(O)CC(C)(C)CC2=O)CC1	5	0.2	6	-6	-9	1	10	7	11	1.3	-2
CN(C)N1C(N)=C(C#N)C(c2ccc(Cl)cc2)C2=C1CCCC2=O (centres undefined)	-2	-0.7	8	0	8	-2	6	-18	19	-1.7	-7
CN1C=C(C(F)(F)F)C=C/C1=C(\C#N)c1nnc2n1CCCCC2	6	20	-1	-5	-8	0	-3	7	-21	-1.1	0
Cc1ccc(NS(=O)(=O)c2cccc(C(=O)NCC3CCCO3)c2)cc1 (centres undefined)	1	0.2	2	-1	1	-3	14	1	/	-0.1	-6
CCCCn1c(SC(C)C(=O)NCC2CCCO2)nc2cc(C(=O)OC)ccc2c1=O (centres undefined)	-10	-11	1	-4	-7	2	5	2	-19	-0.7	19*
O=C(CCCc1nc(-c2ccccc2)no1)NC1CCCC1	-6	0.6	2	-2	-5	-3	5	-10	9	1.0	0

Part of the list above in order of SMILES length, descending.
SMILES	dFosB act	LANA DNA inh	NSD2 inh	RTF Ca sens act	SUMO Mot1 rescue	Keap1-Nrf2 PPI	Rtt109 Vps75	PvdQ inh	PfHsp90 yeast 2	CDK5 inh	RTF Ca sens inh
CC(=C1C(=O)c2ccccc2C1=O)N1CCN(CCN=CC2=C(O)CC(C)(C)CC2=O)CC1	5	0.2	6	-6	-9	1	10	7	11	1.3	-2
COc1cc(Cl)ccc1OCc1cc(C(=O)N(C)C2CC(C)(C)NC(C)(C)C2)no1	-6	0.9	3	-3	-16	1	3	-2	-7	-0.5	-1
CCCCn1c(SC(C)C(=O)NCC2CCCO2)nc2cc(C(=O)OC)ccc2c1=O (centres undefined)	-10	-11	1	-4	-7	2	5	2	-19	-0.7	19*
Cc1nn(CC(=O)NCCN2CCCCC2C)c(=O)c2cc(-c3ccccc3)nn12 (centres undefined)	-14	-0.1	-3	-2	5	-3	7	-14	20	-0.8	-8
Cc1ccc(NS(=O)(=O)c2cccc(C(=O)NCC3CCCO3)c2)cc1 (centres undefined)	1	0.2	2	-1	1	-3	14	1	/	-0.1	-6
O=C(/C=C/c1ccccc1)NC(=S)Nc1ccc(CN2CCOCC2)cc1	-12	-1.4	/	-1	-13	-3	/	2	4	-0.8	-2
CCOc1ccc(NC(=S)N2CCCN(Cc3cc(C)ccc3C)C2)cc1	-3	0.4	15	3	-11	-1	4	17	1	1.3	-2
Cc1ccccc1-c1nn(-c2ccc(F)cc2F)cc1CNCCN(C)C	5	4.4	1	-4	251	-5	9	-9	10	1.3	-4
O=C(O)C1(NS(=O)(=O)c2ccc(Cl)cc2)CCCCC1	-7	-0.8	-1	0	-15	-1	-1	-19	-1	0.7	-5
CCN(CC)c1ccc(C2NC(=O)c3ccccc3N2)cc1 (centres undefined)	8	-0.4	/	-5	/	-1	-2	-7	1	-1.6	1
O=C(CCCc1nc(-c2ccccc2)no1)NC1CCCC1	-6	0.6	2	-2	-5	-3	5	-10	9	1.0	0
Clc1ccccc1CO/N=C1\CCCc2nonc21	2	-0.9	-4	2	-6	-4	-4	13	-28	2.8	6

High-throughput results: PubChem BioAssay, several laboratories
